Screening data (PubChem BioAssay)
UCHL1 inh: inhibitors of human UCHL1 deubiquitinase. Ubiquitin carboxyl-terminal hydrolase isozyme L1 (Homo sapiens), P09936. purified UCHL1, Ub-rhodamine cleavage fluorescence. inhibition, % at 20 µM. 47,000 tested, 0.2% active
USP30 inh: inhibitors of human USP30 deubiquitinase; Ubiquitin carboxyl-terminal hydrolase 30 (Homo sapiens), Q70CQ3; purified USP30, Ub-rhodamine cleavage fluorescence; inhibition, % at 25 µM; 47,000 tested, 5.3% active
USP8 inh: inhibitors of human USP8 deubiquitinase; purified USP8, Ub-rhodamine cleavage fluorescence, 30 min; inhibition, % at 20 µM; 47,000 tested, 4.2% active; AID 1645853, 2021
USP7 block: inhibitors of human USP7 deubiquitinase; AID 1645854, 2021; inhibition, % at 20 µM; Ubiquitin carboxyl-terminal hydrolase 7 (Homo sapiens), Q93009; 47,000 tested, 0.3% active; purified USP7, Ub-rhodamine cleavage fluorescence
OTUD3 block: inhibitors of human OTUD3 deubiquitinase; inhibition, % at 25 µM; AID 1645858, 2021; 47,000 tested, 0.7% active; purified OTUD3, Ub-rhodamine fluorescence, 2 h; OTU domain-containing protein 3 (Homo sapiens), Q5T2D3
Target sequence (Q5T2D3 whole entry, looked up, the tested form may be a part): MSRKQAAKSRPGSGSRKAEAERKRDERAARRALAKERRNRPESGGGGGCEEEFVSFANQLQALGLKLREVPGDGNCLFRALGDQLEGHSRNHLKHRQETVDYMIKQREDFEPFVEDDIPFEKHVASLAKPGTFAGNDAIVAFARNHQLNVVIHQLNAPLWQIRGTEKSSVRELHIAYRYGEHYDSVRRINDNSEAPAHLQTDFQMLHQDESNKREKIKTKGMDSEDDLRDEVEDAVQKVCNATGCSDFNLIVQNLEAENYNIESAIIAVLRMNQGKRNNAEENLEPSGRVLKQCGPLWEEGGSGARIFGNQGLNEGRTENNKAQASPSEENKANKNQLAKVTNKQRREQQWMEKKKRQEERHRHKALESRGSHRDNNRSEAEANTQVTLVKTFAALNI
USP28 inh: inhibitors of human USP28 deubiquitinase; Ubiquitin carboxyl-terminal hydrolase 28 (Homo sapiens), Q96RU2; purified USP28, Ub-rhodamine cleavage fluorescence, 30 min; inhibition, % at 25 µM; 47,000 tested, 3% active
USP17 block: inhibitors of human USP17 deubiquitinase; inhibition, % at 50 µM; 47,000 tested, 6.5% active; Ubiquitin carboxyl-terminal hydrolase 17-like protein 5 (Homo sapiens), A8MUK1; purified USP17, Ub-rhodamine cleavage fluorescence, 3 h
Target sequence (A8MUK1 whole entry, looked up): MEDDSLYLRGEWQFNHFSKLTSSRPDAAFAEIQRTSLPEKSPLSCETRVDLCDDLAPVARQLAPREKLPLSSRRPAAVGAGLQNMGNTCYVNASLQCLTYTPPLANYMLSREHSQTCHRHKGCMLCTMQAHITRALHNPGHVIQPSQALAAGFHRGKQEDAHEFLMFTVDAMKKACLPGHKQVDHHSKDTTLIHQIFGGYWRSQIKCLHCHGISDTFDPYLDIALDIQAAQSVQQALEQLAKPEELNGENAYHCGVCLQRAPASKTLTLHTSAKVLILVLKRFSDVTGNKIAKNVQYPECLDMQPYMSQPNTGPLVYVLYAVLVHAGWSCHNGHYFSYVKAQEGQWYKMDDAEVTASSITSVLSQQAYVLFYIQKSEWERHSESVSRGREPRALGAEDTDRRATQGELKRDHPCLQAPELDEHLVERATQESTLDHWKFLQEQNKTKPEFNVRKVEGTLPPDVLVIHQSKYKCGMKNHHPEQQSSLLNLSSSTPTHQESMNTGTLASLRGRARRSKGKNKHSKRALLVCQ
USP10 block: inhibitors of human USP10 deubiquitinase | 47,000 tested, 1.1% active | inhibition, % at 20 µM | purified USP10, Ub-rhodamine fluorescence, 60 min
Starred values were filed as active, the others as inactive; / = no result given. No stated cut-off is given here; in the data, active means inhibition above about 30%; inactive means the rest.

The opening 7 compounds, ahead of the listing:
UCHL1 inh	USP30 inh	USP8 inh	USP7 block	OTUD3 block	USP28 inh	USP17 block	USP10 block	Molecule
3	-3	-1	-61	-5	-1	-12	0	O=C(Nc1ccc(Cl)cc1)N1CCCN(Cc2ccccc2)CC1
2	-7	12	2	6	3	5	-4	CCC(O)CNc1ncnc2c1sc1nc(C)c3c(c12)CC(C)(C)OC3 (stereo not drawn)
2	14	-95	5	22	7	-12	0	Cn1c(=O)c2c(ncn2CC(=O)OCc2cccc([N+](=O)[O-])c2)n(C)c1=O
0	-1	-5	4	3	0	-2	-2	COC(=O)C[C@@H]1CCNC[C@@H]1CC1=NCCc2ccccc21
-8	-342	-30	-39	-95	-76	-111	-5	CC(C)CC(=O)N[C@H]1C[C@H]2CN(Cc3ccccc3)c3ccccc3CN2C1
-3	-18	-3	-2	1	-2	-3	0	CN1Cc2ccccc2CC2(CC(Nc3ccc(C(=O)O)cc3)C2)C1=O (stereo not drawn)
0	-26	-3	2	-8	-9	/	0	Cc1ccnc(SCc2cc(=O)[nH]c(N3CCN(c4ccccc4)CC3)n2)n1

The list itself, previewed entries included:
UCHL1 inh	USP30 inh	USP8 inh	USP7 block	OTUD3 block	USP28 inh	USP17 block	USP10 block	Molecule
3	-3	-1	-61	-5	-1	-12	0	O=C(Nc1ccc(Cl)cc1)N1CCCN(Cc2ccccc2)CC1
2	-7	12	2	6	3	5	-4	CCC(O)CNc1ncnc2c1sc1nc(C)c3c(c12)CC(C)(C)OC3 (stereo not drawn)
2	14	-95	5	22	7	-12	0	Cn1c(=O)c2c(ncn2CC(=O)OCc2cccc([N+](=O)[O-])c2)n(C)c1=O
0	-1	-5	4	3	0	-2	-2	COC(=O)C[C@@H]1CCNC[C@@H]1CC1=NCCc2ccccc21
-8	-342	-30	-39	-95	-76	-111	-5	CC(C)CC(=O)N[C@H]1C[C@H]2CN(Cc3ccccc3)c3ccccc3CN2C1
-3	-18	-3	-2	1	-2	-3	0	CN1Cc2ccccc2CC2(CC(Nc3ccc(C(=O)O)cc3)C2)C1=O (stereo not drawn)
0	-26	-3	2	-8	-9	/	0	Cc1ccnc(SCc2cc(=O)[nH]c(N3CCN(c4ccccc4)CC3)n2)n1
1	13	4	5	5	6	6	1	Cc1ccc(S(=O)(=O)N2CCC(C(=O)O)CC2)s1
2	-2	-16	1	-9	3	/	7	Cc1cc(=O)n2c(n1)NC(Nc1ccc(F)cc1)=NC2c1ccco1 (stereo not drawn)
0	7	2	3	9	6	13	2	COCCCn1c(C(=O)Nc2cccnc2)cc2c(=O)n3ccccc3nc21
2	-2	-27	2	1	-19	/	-1	Cc1c(C(=O)NC2CC2)nnn1-c1cccc2c1CCN(C)C2
-1	1	-34	0	-3	0	-12	0	COCC(=O)N1CCC2(CC1)CC(C(=O)N1CCCC1)c1ccccc12 (stereo not drawn)
3	5	6	5	9	0	3	-3	CCC(C(=O)NC1CCCCC1)(C(F)(F)F)C(F)(F)F
-6	-15	-3	-10	-4	0	-13	-8	CCOC(=O)Cc1nc2ccccc2n(CC2CC2)c1=O
-8	-111	-9	-1	-38	-37	-48	-5	FC(F)(F)c1cc(-c2ccccc2)nc2nc(Nc3ccccc3)sc12
-1	-49	-36	3	6	23	60*	-10	CO[C@H]1/C=C/OC2(C)Oc3c(C)c(O)c4c(c3C2=O)C2(C=C(NC(=O)/C(C)=C\C=C\[C@H](C)[C@H](O)[C@@H](C)[C@@H](O)[C@@H](C)[C@H](OC(C)=O)C1C)C4=O)OCC(=O)O2 (stereo partly drawn)
0	13	6	0	9	4	7	2	Cc1cc(-c2cnc(C)nc2C2CCN(C(=O)C(C)(C)C)CC2)on1
1	17	20	4	14	26	15	2	COc1ccc(-c2noc(N3CCC4(CC3)OCCO4)n2)cc1
2	19	8	1	10	6	13	-2	Cc1ccc(NC(=O)c2cn(C)nc2S(=O)(=O)N2CCCCC2)cc1C
2	0	8	8	0	85*	13	5	Cc1noc(C)c1S(=O)(=O)Nc1ccc(C(=O)Nc2ccc3c(c2)OCCO3)cc1
1	15	8	1	-1	45*	3	-1	O=C(Nc1ccc(Cn2cncn2)cc1)c1ccc2c(c1)OCO2
-3	-52	-20	-8	-4	-14	/	0	COc1ccc(N2CCN(CC(O)COCc3ccc(Cl)cc3)CC2)cc1 (stereo not drawn)
0	0	1	-1	-1	3	4	2	O=C(CCSCc1ccccc1F)NCCc1ccccc1
1	-133	-2	-1	-9	-18	-1	-3	O=C(NCC1COCCO1)c1cccc(NC(=O)c2nsc3ccccc23)c1 (stereo not drawn)
0	3	-4	6	-4	1	24	-1	O=c1c2[nH]c3ccc(Br)cc3c2ncn1CCO
-3	-54	-12	/	-20	-14	-11	-5	COc1cccc(NC2c3ncccc3C(=O)N2Cc2ccco2)c1 (stereo not drawn)
3	0	-26	7	1	2	-7	0	COc1ccc(NC(=O)[C@H]2C[C@H](C(C)C)N[C@]23C(=O)Nc2ccc(F)cc23)cc1
-14	-181	-251	-18	-55	-59	-86	-2	CCN(CC)c1ccc2ccc(C(=O)NC3CC3)cn12
-3	13	3	0	-3	2	72*	2	O=c1c2cnc(N3CCOCC3)nc2ccn1CCc1ccccc1
1	-32	6	-3	13	11	5	0	O=C(c1cnco1)N1CCCC(c2ncc(Cc3ccccc3Cl)o2)C1 (stereo not drawn)
0	13	1	3	11	7	4	-3	COc1cc(OCC(=O)NC(C)C)cc2c1C(=O)O[C@@H](C)CCCC(=O)CCCCC2
9	10	23	15	15	19	17	9	CN(C)c1cccc(-c2nnc(C3(c4cccc(Br)c4)CCOCC3)o2)c1
1	11	-13	4	15	6	2	-2	Cc1ccc(Nc2nccc(C3CCCN3C(=O)c3cnccn3)n2)nc1 (stereo not drawn)
3	31*	14	-11	12	7	24	1	COc1ccc(C)cc1NC(=O)Cn1c(C)cc(C)c1-c1nc(C(C)C)no1
0	6	5	-1	-9	3	-9	-1	Cc1ccc(NC(=O)N2CCc3c(C(=O)N(C)C)cccc32)cc1
1	8	22	0	9	33*	26	-4	COc1cccc(-c2cc(C(=O)N3CC(c4nc5ccccc5[nH]4)C3)[nH]n2)c1
2	-11	22	-1	12	-2	3	22	COc1ccccc1NC(=O)C1=C(C)Nc2nc(SCc3ccccc3F)nn2C1c1ccccn1 (stereo not drawn)
5	2	-44	9	9	0	-9	0	COc1cc(NS(=O)(=O)c2c[nH]c3ccc([N+](=O)[O-])cc23)cc(OC)c1OC
-1	5	4	1	0	0	4	1	COc1cccc(CC(=O)N2CCN(S(=O)(=O)c3c(C)nn(C)c3C)CC2)c1
-2	56*	2	-5	0	-1	50*	1	O=C(COc1ccc(Cl)cc1)Nc1onc2c1CCCC2
4	-10	-20	10	4	7	-1	0	COc1ccc(N(C)S(=O)(=O)c2cccc(C(=O)OC(C)C(=O)Nc3cccc(C(C)=O)c3)c2)cc1 (stereo not drawn)
1	0	-22	0	0	-10	-6	3	CCC(=O)N1CCN(c2ccnc3cc(Cl)ccc23)CC1
0	3	-8	4	5	0	6	0	O=C(Nc1ccccc1)NC1CCCc2ccccc21 (stereo not drawn)
2	10	-2	0	4	0	3	-1	CCOC(=O)C1CCCN(C(=O)COc2ccc3c(=O)c(Oc4ccccc4F)c(C)oc3c2)C1 (stereo not drawn)
-5	18	1	-2	-2	-7	12	0	O=C(Nc1ccc(Br)c(C(=O)c2ccccc2Cl)c1)c1ccc(S(=O)(=O)N2CCc3ccccc3C2)cc1

4 entries from above, tab-delimited.
SMILES	UCHL1 inh	USP30 inh	USP8 inh	USP7 block	OTUD3 block	USP28 inh	USP17 block	USP10 block
COc1cc(NS(=O)(=O)c2c[nH]c3ccc([N+](=O)[O-])cc23)cc(OC)c1OC	5	2	-44	9	9	0	-9	0
COc1cccc(CC(=O)N2CCN(S(=O)(=O)c3c(C)nn(C)c3C)CC2)c1	-1	5	4	1	0	0	4	1
O=C(COc1ccc(Cl)cc1)Nc1onc2c1CCCC2	-2	56*	2	-5	0	-1	50*	1
COc1ccc(N(C)S(=O)(=O)c2cccc(C(=O)OC(C)C(=O)Nc3cccc(C(C)=O)c3)c2)cc1 (stereo not drawn)	4	-10	-20	10	4	7	-1	0

The list continues:
UCHL1 inh	USP30 inh	USP8 inh	USP7 block	OTUD3 block	USP28 inh	USP17 block	USP10 block	Molecule
-11	-225	-7	-8	-21	-28	-5	-1	Nc1c(-c2nc3ccccc3[nH]2)c2nc3ccccc3nc2n1Cc1ccccc1
-4	-36	-8	-3	-13	-15	-2	-8	Cc1cc2oc(=O)cc(CN3CCN(Cc4ccccc4)CC3)c2cc1Cl
3	21	-5	-4	0	21	16	8	O=C1CC(c2ccc3c(c2)OCO3)Nc2ccc3ccccc3c21 (stereo not drawn)
-13	-109	-33	-6	-25	-30	-8	-1	COc1ccc(-n2cnnc2SCC(=O)c2cc(C)n(CC3COc4ccccc4O3)c2C)cc1 (stereo not drawn)
4	-10	6	8	-1	-3	-8	12	COc1ccc2nc(NC(=O)C3c4ccccc4C(=O)N(C)C3c3cccs3)sc2c1 (stereo not drawn)
-1	51*	23	9	10	33*	46*	9	Cc1nc2sc(C(=O)Nc3ccccc3Br)c(N)c2c(C)c1C
3	20	11	2	8	1	9	0	CC(=O)N1Cc2cc(C)ccc2OC2(CCN(CC(=O)Nc3c(C)cccc3C)CC2)C1
-3	-16	-5	-4	-10	6	-7	-1	Cc1ccc(C(=O)NCCc2csc(-c3cccnc3)n2)cc1
0	-102	27	1	-15	11	54*	-2	Cc1nc(-c2ccccc2F)sc1C(=O)Nc1cccnc1
0	-3	0	3	4	4	-4	-1	Cc1nccn1CCc1nc2cc(NC(=O)c3ccccc3)ccc2n1C
-9	-52	-16	-8	-11	-1	-9	-8	COCc1nc(NC2CCc3ccccc32)ncc1C(=O)O (stereo not drawn)
-1	-4	1	-3	-6	-7	4	0	CC1CN(Cc2ccccc2)c2nc3c(c(=O)n(CC(=O)O)c(=O)n3C)n2C1 (stereo not drawn)
-2	-43	-89	4	-6	-16	-29	-3	CCC(CC)C(=O)N1C[C@@H]2CCN(c3cccnc3)C[C@@H]2C1
-4	-16	-1	-2	-13	-14	-5	-2	Cc1ccc(-n2c(=O)cc(NCc3cccnc3)[nH]c2=O)cc1
2	5	-1	3	3	2	4	-2	CN1CCN(c2c(S(=O)(=O)c3ccccc3)cnc3ccc(F)cc23)CC1
1	10	4	0	0	-6	/	2	CCN(C1CCS(=O)(=O)C1)S(=O)(=O)c1ccc(Cl)cc1 (stereo not drawn)
-4	-22	-4	-4	-8	-12	-11	-7	CC(=O)Nc1ccc(S(=O)(=O)N2CC[C@@H]3CN(C(=O)c4ccccc4)[C@@H]3C2)cc1
3	32*	-30	-5	4	33*	-9	3	Cc1ccc(Nc2c(-c3cccnc3)nc3cc(C)ccn23)cc1
0	15	28	3	12	10	16	0	O=C(O)C1CCN(C(=O)CCn2ccc3ccc(Br)cc32)CC1
1	-6	0	3	1	-7	-4	0	CCCCSc1ncnc2c1sc1nc(C(C)C)c3c(c12)CCC3
3	52*	31*	10	16	56*	86*	10	O=C(NCc1ccccc1)C(Cc1ccccc1)NS(=O)(=O)c1ccc2c(c1)OCCO2 (stereo not drawn)
3	0	6	-2	6	0	10	-1	COc1ccc(C2(c3nnc(COc4cccc(C)c4)o3)CCOCC2)cc1
1	-27	3	1	-8	2	-9	20	O=C(/C=C/c1cccc2ccccc12)Nc1ccc([N+](=O)[O-])cc1
-2	4	2	0	-3	-1	-1	0	Cc1cc2n(n1)CCC(=O)N2C(C)C(=O)NCc1cccc(F)c1 (stereo not drawn)
-2	-34	-5	4	-3	0	25	-3	Cc1ccc(CC(=O)Nc2ccc3c(c2)Sc2ncccc2C(=O)N3C)cc1
-4	-13	-16	-20	-2	-7	-5	-3	O=c1[nH]c(=O)n(CCc2ccccc2)c2c1CN(C1CCCCC1)CN2
5	43*	14	-4	8	31*	18	9	Cc1c(C(=O)NCc2ccc(Cl)cc2)sc2ncnc(N3CCCC3)c12
7	19	25	-14	17	17	17	4	COc1cccc(C(=O)N2CCN(c3nc(-c4ccc(Cl)cc4)no3)CC2)c1
0	18	11	-2	12	10	9	2	CC1(C2CCN(C(=O)c3ccc(N)nc3)CC2)CCCCN(CCc2ccccc2)C1=O (stereo not drawn)
5	10	-5	7	0	4	6	1	O=C1CC(c2ccccc2F)c2c(nc(-c3ccccc3)[nH]c2=O)N1 (stereo not drawn)
1	/	4	-13	-1	/	3	2	CC1CCCN(S(=O)(=O)c2ccc3c(c2)NC(=O)CCS3)C1 (stereo not drawn)

Rows are unselected. About 14% of those tested had a hit in this group.
